# Screening data as filed in PubChem.
# ASAP1 GAP inh: inhibitors of human ASAP1 ArfGAP activity, primary screen, biochemical, fluorescence polarization | ASAP1-stimulated ARF1 GTP hydrolysis, GDP FP detection | 0.19% of 360,000 active | inhibition, % at 16.5 µM | AID 624377, 2012; in the data active means inhibition above about 25%;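 further: 0% = vehicle with enzyme and substrate and 100% = no enzyme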
# Rev-erbA mod: modulators of Rev-erb alpha DNA binding, primary screen, biochemical, FITC-DNA, fluorescence polarization, uHTS; Rev-erbα–FITC-DNA binding, 90 min; activity, % at 10 µM; 0.79% of 370,000 active; AID 1259318, 2017;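 active means activity above about 14%, limit read from the data; passing the limit was not always enough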;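 further: 0% = DMSO wells with 35 nM protein and 100% = DMSO wells with 750 nM protein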
# Target sequence (P20393 whole entry, looked up): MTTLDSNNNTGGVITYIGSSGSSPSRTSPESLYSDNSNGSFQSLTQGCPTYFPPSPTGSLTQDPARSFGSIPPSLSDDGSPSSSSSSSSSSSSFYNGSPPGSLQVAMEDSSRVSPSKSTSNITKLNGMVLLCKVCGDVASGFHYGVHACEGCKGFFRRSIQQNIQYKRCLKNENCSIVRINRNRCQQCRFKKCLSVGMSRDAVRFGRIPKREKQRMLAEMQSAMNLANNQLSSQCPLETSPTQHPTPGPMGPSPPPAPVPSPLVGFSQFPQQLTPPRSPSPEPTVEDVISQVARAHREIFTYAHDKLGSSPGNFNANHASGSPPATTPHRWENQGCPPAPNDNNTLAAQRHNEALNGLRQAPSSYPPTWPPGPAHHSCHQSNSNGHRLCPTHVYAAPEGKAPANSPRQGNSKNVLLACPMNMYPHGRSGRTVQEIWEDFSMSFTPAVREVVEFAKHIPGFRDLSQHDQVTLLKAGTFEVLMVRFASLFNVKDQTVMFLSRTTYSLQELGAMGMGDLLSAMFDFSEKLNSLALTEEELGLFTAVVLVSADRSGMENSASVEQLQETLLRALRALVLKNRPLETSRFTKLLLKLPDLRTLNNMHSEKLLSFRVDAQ
# proKLK7 act: proKLK7 zymogen activators, primary screen, biochemical, fluorescence intensity. 0.9% of 370,000 active. Kallikrein-7 (Homo sapiens), P49862. purified proKLK7, EDANS-DABCYL substrate fluorescence; 100% is mature enzyme control, 0% vehicle. AID 652039, 2013. activation, % at 7 µM;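 active means activation above the mean of all tested compounds plus 3 SD, computed per campaign excluding outliers beyond control limits, cut at about 13% in these data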
# ARFGAP1 inhibitor: inhibitors of rat ARFGAP1 GAP activity, primary screen, biochemical, fluorescence polarization, GDP tracer; inhibition, % at 16.5 µM; Arfgap1-stimulated ARF1 GTP hydrolysis, GDP FP detection; 0.26% of 360,000 active;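 active means inhibition above a per-plate limit, mean inhibition of low control wells plus 3 SD, cut at about 25% in these data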;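 further: 0% = DMSO wells with enzyme and 100% = wells lacking Arfgap1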
#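 Material: truncated rat Arfgap1 GAP domain; Incubation: compound-enzyme preincubation 20 min, reaction 120 min, detection 60 min, 25 °C; Read-out: percent inhibition of Arfgap1-stimulated GTP hydrolysis; Technique: FP, GDP Alexa 633 tracer displaced from anti-GDP antibody, 620/688 nm; Controls: No-Arfgap1 wells (100%) versus DMSO full-reaction wells (0%); Replication: single well per compound.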
# PLCb3 inh: human PLC-beta3 inhibitors, primary screen, biochemical, fluorescence; 1-phosphatidylinositol 4,5-bisphosphate phosphodiesterase beta-3 (Homo sapiens), Q01970; Purified PLC-beta3, fluorogenic substrate; inhibition, % at 12.2 µM; 0.18% of 370,000 active; in the data active means inhibition above about 11%;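 further: 0% = median of compound wells on plate and 100% = full blocker control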
# Tn7 DDE FP: inhibitors of Tn7 peptide binding to fibrin DD(E), primary screen, biochemical, fluorescence polarization, human fibrin, Tn7 probe | Fibrinogen beta chain (Homo sapiens), P02675 | FP displacement of FITC-Tn7 peptide from fibrin DD(E); 0% = median of compound wells per plate | inhibition, % at 8.3 µM | 0.13% of 370,000 active | AID 720508, 2013;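 active means inhibition above the mean of compounds falling within the control limits plus 3 SD of them, cut at about 14% in these data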;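 further: 0% = plate median of compound wells and 100% = 10 µM Aha-Tn7 peptide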
#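 Assay system: human fibrin DD(E) protein / Input: 2 µM fibrin DD(E) / Benchmarks: high control of 10 µM Aha-Tn7 peptide / Measured by: fluorescence polarization of the labelled Tn7 tracer / Medium: Tris buffer with calcium and detergent, pH 7.8 / Timing: 10 min compound pre-incubation, 3 h probe incubation at room temperature / Repeats: one replicate per compound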
# DDE Tn6 FP inh: inhibitors of Tn6 peptide binding to fibrin DD(E), primary screen, biochemical, fluorescence polarization, human fibrin, Tn6 probe | Fibrinogen beta chain (Homo sapiens), P02675 | Fibrin DD(E) TRITC-Tn6 fluorescence polarization displacement | inhibition, % at 8.3 µM | 0.21% of 370,000 active | AID 720509, 2013;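 active means inhibition above a per-campaign cutoff: mean of compounds within control limits plus 3 SD, cut at about 15% in these data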;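 further: 0% = median of all compound wells on the plate and 100% = blocking peptide control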
# UHRF1 MBD2 ctr: UHRF1 methylated DNA binding inhibitors, primary screen, counter-screen for MBD2 inhibitor project, biochemical, TR-FRET, human UHRF1, single concentration; E3 ubiquitin-protein ligase UHRF1 (Homo sapiens), Q96T88; UHRF1 binding to methylated oligo; inhibition, % at 4.4 µM; 0.75% of 370,000 active; AID 687016, 2013; in the data active means inhibition above about 21%;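 further: UHRF1 SRA domain binding a hemimethylated CpG hairpin DNA probe; 0% = median of test compound wells and 100% = reference inhibitor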
# HGIII-sPLA2 inh: human group III sPLA2 inhibitors, primary screen, biochemical, QFRET, BODIPY PC-A2 liposome substrate. inhibition, % at 12.2 µM. 0.56% of 370,000 active. QFRET BODIPY PC-A2 liposome hydrolysis, fluorescence. Group 3 secretory phospholipase A2 (Homo sapiens), Q9NZ20. AID 743126, 2013;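 active means inhibition above mean plus 3 SD of compounds lying within the high and low control bounds, cut at about 19% in these data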;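 further: 0% = median of test compound wells and 100% = no enzyme DMSO wells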
# Target sequence (Q9NZ20 whole entry, looked up): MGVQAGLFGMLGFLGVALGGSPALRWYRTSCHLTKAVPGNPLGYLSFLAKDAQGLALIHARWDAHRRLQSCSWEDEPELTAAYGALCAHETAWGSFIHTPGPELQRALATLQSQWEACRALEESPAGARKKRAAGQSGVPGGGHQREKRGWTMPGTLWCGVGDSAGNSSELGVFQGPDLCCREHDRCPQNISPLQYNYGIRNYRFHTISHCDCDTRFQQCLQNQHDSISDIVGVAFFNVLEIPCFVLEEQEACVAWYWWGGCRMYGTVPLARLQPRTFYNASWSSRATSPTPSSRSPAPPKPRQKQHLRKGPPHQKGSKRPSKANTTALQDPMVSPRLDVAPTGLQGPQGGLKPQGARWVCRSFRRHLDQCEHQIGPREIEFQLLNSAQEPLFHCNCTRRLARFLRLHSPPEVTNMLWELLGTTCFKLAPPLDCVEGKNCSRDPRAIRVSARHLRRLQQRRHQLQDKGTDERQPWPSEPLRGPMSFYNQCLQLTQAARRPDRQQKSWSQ
# PLCg1 inh: PLC-gamma1 enzyme inhibitors, primary screen, biochemical, fluorescence, purified enzyme. 1-phosphatidylinositol 4,5-bisphosphate phosphodiesterase gamma-1 (Homo sapiens), P19174. fluorogenic substrate. inhibition, % at 12.2 µM. 0.84% of 370,000 active. AID 720700, 2013; in the data active means inhibition above about 9.5%
# * hit, by the source's call.
SMILES,ASAP1 GAP inh,Rev-erbA mod,proKLK7 act,ARFGAP1 inhibitor,PLCb3 inh,Tn7 DDE FP,DDE Tn6 FP inh,UHRF1 MBD2 ctr,HGIII-sPLA2 inh,PLCg1 inh
Cn1c(=O)c(=O)n(C)c2cc(S(=O)(=O)CCC(=O)Nc3ccc(C(F)(F)F)cc3)ccc21,2,1,0.0,1,-4,2,7,-3,3,0
COc1cc(NC(=O)CCC2CCCC2)cc(-n2cnnn2)c1,-5,-2,-0.1,-4,4,3,1,-4,-12,0
CC(=O)Nc1ccc2c(CSc3nnc(-c4cccnc4)n3-c3ccc(C)cc3C)cc(=O)oc2c1,-14,0,-0.3,-3,-64,0,0,1,-4,-54
Nc1cccc(NC(=O)CCC(=O)NCc2ccco2)c1,-3,-5,-0.2,2,-3,0,3,-1,5,0
COc1ccc2[nH]c3c(c2c1)CCN1C(=O)C(CC(=O)NC/C=C(\C)CCC=C(C)C)C[C@H](C(=O)N2CCOCC2)[C@@]31CCC1CCCC1 (stereo partly drawn),-23,3,0.1,1,3,3,3,-1,6,-1
NNC(=O)c1cc2ccccc2cc1NS(=O)(=O)c1ccccc1,-1,-1,-4.2,-10,-284,12,-4,-3,-16,-207
Cc1ccc2nccc(C(=O)N3CCCC(Nc4ccc(C)c(C)c4)C3)c2c1 (stereo not drawn),-3,-4,0.4,-10,2,-2,-5,2,8,6
Cc1ccc(NC(=O)Cc2ccc3c(c2)CCCC3)cc1C,11,-1,-0.4,-1,5,-2,0,-2,-8,8
Cc1cc(C)n(-c2ccc(NC(=O)C3CCN(Cc4ccc(C)o4)CC3)cc2)n1,-18,2,0.5,2,-9,-1,-7,5,-9,3
CCCNS(=O)(=O)c1ccc(OCC(=O)N2CCc3ccccc3C2)c(C)c1,-1,9,0.0,-9,-4,2,5,0,-13,-1
COc1cc(OC)c(OC)cc1CNCCSc1nnnn1C,10,2,-0.2,-6,-5,-3,-9,2,6,-2
COC(=O)CSc1nnc(C2COc3ccccc3O2)n1-c1ccccc1 (stereo not drawn),-1,1,0.7,0,2,-6,-6,-1,-12,0
CC1CCCC(=NNC(=O)C2COc3ccccc3O2)C1 (stereo not drawn),-5,-3,-0.4,-1,-8,4,-1,3,6,-4
CN(C(=O)C(=O)c1cn(CC(=O)N2CCCC2)c2ccccc12)C1CCCCC1,-6,-2,0.6,4,-11,-1,0,-1,-7,0
CCC1CCCCN1C(=O)Cn1c(=O)oc2ccccc21 (stereo not drawn),-7,1,0.3,-2,3,4,-2,-3,7,0
COc1cc(/C=N/Nc2nc(Nc3ccc(C)cc3)nc(-n3nc(C)cc3C)n2)cc(OC)c1OC,-16,2,-2.5,-4,-8,1,-2,0,-5,-6
COc1ccc(NC(=O)c2ccc(Oc3ncccn3)cc2)cc1,-5,-4,-0.6,4,-2,-6,-2,-4,3,4
COC(=O)c1cccc(S(=O)(=O)N2CCCCC2)c1,-13,-2,-0.6,-6,2,4,-10,-3,0,4
COc1cc(C2c3c(c(C)c(C)oc3=O)Oc3c(C)c(C)oc(=O)c32)ccc1OS(=O)(=O)c1ccc(C)cc1,15,-3,0.1,-3,1,-7,-4,1,-3,0
Cc1nc(C)c(C(=O)NCCC(c2ccccc2)c2ccccc2)o1,3,3,0.4,-13,-3,3,2,-4,4,1
CC(=O)c1ccc(Nc2nc(C(N)c3ccccc3)cs2)cc1 (stereo not drawn),9,-8,1.4,10,-119,-1,-4,1,1,-87
Cc1nn(CC(=O)Nc2ccc3nc4n(c(=O)c3c2)CCCC4)c(C)c1[N+](=O)[O-],-11,-1,0.3,-7,-10,-2,4,0,5,-1
CN(C)c1ccc(NC(=O)COC(=O)CCC(=O)c2ccc(F)cc2)cc1,3,4,-0.4,22,-2,-2,11,-2,9,0
CCCN1C(=O)c2cc(C(=O)Nc3ccc(OC)cc3OC)ccc2C1Nc1ccc(OC)cc1OC (stereo not drawn),8,4,0.8,3,0,-3,-6,-1,2,0
O=C(Cc1c(Cl)cccc1Cl)OCc1ccccn1,-7,1,0.3,-11,-7,6,3,1,5,2

# Brought forward from above: three compounds; new compounds follow.
SMILES,ASAP1 GAP inh,Rev-erbA mod,proKLK7 act,ARFGAP1 inhibitor,PLCb3 inh,Tn7 DDE FP,DDE Tn6 FP inh,UHRF1 MBD2 ctr,HGIII-sPLA2 inh,PLCg1 inh
CN(C)c1ccc(NC(=O)COC(=O)CCC(=O)c2ccc(F)cc2)cc1,3,4,-0.4,22,-2,-2,11,-2,9,0
CCCN1C(=O)c2cc(C(=O)Nc3ccc(OC)cc3OC)ccc2C1Nc1ccc(OC)cc1OC (stereo not drawn),8,4,0.8,3,0,-3,-6,-1,2,0
O=C(Cc1c(Cl)cccc1Cl)OCc1ccccn1,-7,1,0.3,-11,-7,6,3,1,5,2
COc1ccc(OCc2cc(C(=O)N3CCN(CC4CC4)CC3)no2)c(Cl)c1,-6,-5,0.3,-5,-6,4,4,-1,-8,-1
COc1ccc2c(c1)OC[C@H]1[C@@H]2N2C(=O)CNC(=O)[C@@]2(C)[C@H]1c1ccccc1,1,2,0.4,2,-1,5,5,0,8,-1
O=C(NCCN1CCCCC1)Nc1cccc(Cl)c1Cl,11,-4,0.2,-8,-1,4,4,-2,2,1
CC1Cc2ccccc2N1C(=O)c1cc2cccnc2n(C)c1=O (stereo not drawn),8,5,-0.2,-4,2,-7,4,0,0,2
COc1ccc(NS(=O)(=O)c2cccc(C(=O)N(C)Cc3ccc(SC)cc3)c2)cc1,11,-2,0.1,-3,-4,-6,0,-1,-24,-1
COc1cccc(NC(=O)CNC(=O)[C@@H]2Cc3ccccc3CN2C(=O)OC(C)(C)C)c1,0,5,0.1,7,-2,-2,5,1,-5,3
Cc1cccc(NC(=S)NC(=O)C(c2ccccc2)c2ccccc2)n1,-15,1,0.4,-6,-1,-5,2,-1,-10,3
CC(=O)c1cccc(NC(=O)COC(=O)CC2CC3CCC2C3)c1 (stereo not drawn),-1,0,0.4,-13,-1,-5,2,0,-11,0
N#C/C(=C(/O)CSc1n[nH]c(N)n1)c1nc2ccccc2[nH]1,-7,6,-0.4,14,-25,-2,-3,-2,3,-12
CCOc1cccc(N2C(=O)CC(NCc3ccc(S(N)(=O)=O)cc3)C2=O)c1 (stereo not drawn),15,-3,0.0,12,3,-6,-6,2,6,8
C=CCN(c1ccc(C(=O)NCCCn2ccnc2)cc1)S(C)(=O)=O,-4,-4,-0.1,0,-6,9,2,-1,1,-1
O=C(c1cc2ccccc2o1)N1CCN=C1SCc1cccnc1,-13,0,-0.6,-2,0,-1,9,-3,2,0
CC(C)(NC(=O)c1cc(Cl)c2ccccc2c1O)C(=O)O,-1,4,-1.5,0,-168,-8,-4,1,-3,-103
COc1ccc(-c2noc(CCC(=O)NCCCN3CCC(C)CC3)n2)cc1,7,-3,-0.3,-2,3,-6,6,2,3,6
COc1ccc(C(=O)CC(=O)C(=O)Nc2cc(OC)c(OC)c(OC)c2)cc1,-4,4,0.7,3,-27,0,3,-1,-6,-16
O=C(c1ccccc1)[C@H]1CC=CC[C@H]1C(=O)O,-6,-2,-0.3,8,2,-4,1,0,6,3
O=C(NN=Cc1ccccc1Cl)c1ccc(-n2cnnn2)cc1,-1,3,0.8,1,-6,-2,-4,-2,7,-4
Cc1ccc(CS(=O)Cc2ccc(C(=O)N3CCN(c4ccc(F)cc4)CC3)o2)cc1 (stereo not drawn),-3,-3,0.2,-1,-9,1,3,2,9,12*
Cc1ccc(NC(=O)CN(C)C(=O)CSc2nnc(N)s2)cc1,-9,1,-1.1,6,0,-7,7,-2,0,0
COc1ccccc1OCCOc1ccc(C(=O)c2ccccc2)cc1,-1,2,0.0,-1,-1,4,-4,0,-12,-7
O=C(Nc1ccccc1)/C(=C\c1ccccc1)NC(=O)c1ccco1,8,0,0.3,-4,3,2,-4,0,-2,3
O=C(NCC1CCCO1)c1onc(CSc2ccccc2)c1C(=O)O (stereo not drawn),1,-4,0.1,8,-2,1,7,-3,1,0
COc1ccc(C2NC(=O)CCC2[N+](=O)[O-])c(OC)c1 (stereo not drawn),-11,2,0.5,3,-3,4,6,-3,0,2
Cc1ccccc1C(=O)Nc1ccc2c(c1)OCO2,-3,3,-0.7,4,6,0,-3,1,5,4
O=C(Nc1ccccn1)c1cc2ccccc2o1,11,2,0.2,3,-1,-11,8,-2,4,-21

# Next entries
SMILES,ASAP1 GAP inh,Rev-erbA mod,proKLK7 act,ARFGAP1 inhibitor,PLCb3 inh,Tn7 DDE FP,DDE Tn6 FP inh,UHRF1 MBD2 ctr,HGIII-sPLA2 inh,PLCg1 inh
O=C(CCC(=O)OC(C(=O)c1ccccc1)c1ccccc1)Nc1ccccc1 (stereo not drawn),-3,-1,0.1,12,3,2,-6,11,12,-3
Cc1[nH]c2ccccc2c1C(=O)CSC(=S)N1CCCCC1,0,3,0.0,2,6,-2,1,6,-19,15*
CCN(CC)c1ccc(/C=N/NC(=O)c2c(Cl)cnn2C)c(O)c1,12,-1,-20,4,-72,5,1,-6,18,-63
COc1ccccc1C(=O)N1CCN(C(=O)COc2cccc(C)c2)CC1,6,-4,-0.3,-7,-1,4,3,-1,5,2
CCOC(=O)C(Cc1ccccc1)C(=O)Nc1cccc2ccccc12 (stereo not drawn),-1,-7,-0.3,3,2,-1,-6,1,-18,-2
COc1cc2c(cc1OC)CN(Cc1cc(OC)c3c(c1)OCO3)CC2,-12,1,0.7,3,-4,-1,8,5,-3,2
O=C(Nc1ccc(S(=O)(=O)N2CCOCC2)cc1)c1ccc(S(=O)(=O)N2CCOCC2)cc1,3,5,0.2,-8,0,1,1,0,0,1
O=C1CCCC2=C1C(c1ccncc1)c1c(nc(SCc3ccccc3)[nH]c1=O)N2 (stereo not drawn),-8,2,5.3,7,-266,-1,4,-1,-8,-207
CCOC(=O)Cc1csc(NC(=O)/C=C/c2ccc(Cl)cc2)n1,0,0,-41,-5,-49,0,-3,-2,-10,-20
COc1ccc(CCN2Cc3c(cccc3[N+](=O)[O-])C2=O)cc1OC,-10,1,-0.4,-3,-1,5,-8,1,-2,2
